SKN-1 block: suppressors of acrylamide-induced Pgst-4::GFP reporter in worms, primary screen, SKN-1 inhibitor project, whole organism, uHTS, GFP/RFP fluorescence ratio, strain VP596. C. elegans VP596 Pgst-4::GFP/RFP ratio, 24 h. inhibition, % at 21.8 µM. 360,000 compounds, 0.49% hits. AID 624304, 2012;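 active means interference check ratio from 0.5 to 1.5 plus GFP to RFP signal ratio inhibition reaching or exceeding a fixed threshold, cut at about 30% in these data, passing the limit was not always enough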; further: some compounds called inactive have numbers as strong as hits
Rpn11 block: Rpn11 (PSMD14) deubiquitinase inhibitors, primary screen, biochemical, fluorescence polarization, uHTS; human 26S proteasome, Ub4-pepOG fluorescence polarization; 20S core pre-blocked with epoxomicin; 360,000 compounds, 0.59% hits; calls only at 20 µM; AID 588493, 2011;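 active means inhibition at 20 µM, scaled to each plate's controls, above about 33%, limit read from the data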
Rin1-Abl PPI inh: inhibitors of Rin1-Abl protein binding, primary screen, biochemical, TR-FRET; 360,000 compounds, 0.4% hits; Tyrosine-protein kinase ABL1 (Homo sapiens) + Ras and Rab interactor 1 (Homo sapiens), …; inhibition, % at 7.35 µM; in the data active means inhibition above about 5%, passing the limit was not always enough
Neddyl block: inhibitors of cullin neddylation, primary screen, biochemical, TR-FRET, uHTS, NAE and Ubc12. NEDD8-conjugating enzyme Ubc12 (Homo sapiens) + NEDD8-activating enzyme E1 regulatory …. calls only at 25 µM. 360,000 compounds, 0.58% hits. AID 651699, 2012; in the data active means inhibition above about 36%
Target sequence (P61081 whole entry, looked up): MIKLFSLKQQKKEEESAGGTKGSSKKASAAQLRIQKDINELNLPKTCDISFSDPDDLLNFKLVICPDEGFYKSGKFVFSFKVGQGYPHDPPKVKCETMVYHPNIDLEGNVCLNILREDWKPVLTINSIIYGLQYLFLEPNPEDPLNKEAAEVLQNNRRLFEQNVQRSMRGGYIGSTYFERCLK
Target sequence (Q13564 whole entry, looked up): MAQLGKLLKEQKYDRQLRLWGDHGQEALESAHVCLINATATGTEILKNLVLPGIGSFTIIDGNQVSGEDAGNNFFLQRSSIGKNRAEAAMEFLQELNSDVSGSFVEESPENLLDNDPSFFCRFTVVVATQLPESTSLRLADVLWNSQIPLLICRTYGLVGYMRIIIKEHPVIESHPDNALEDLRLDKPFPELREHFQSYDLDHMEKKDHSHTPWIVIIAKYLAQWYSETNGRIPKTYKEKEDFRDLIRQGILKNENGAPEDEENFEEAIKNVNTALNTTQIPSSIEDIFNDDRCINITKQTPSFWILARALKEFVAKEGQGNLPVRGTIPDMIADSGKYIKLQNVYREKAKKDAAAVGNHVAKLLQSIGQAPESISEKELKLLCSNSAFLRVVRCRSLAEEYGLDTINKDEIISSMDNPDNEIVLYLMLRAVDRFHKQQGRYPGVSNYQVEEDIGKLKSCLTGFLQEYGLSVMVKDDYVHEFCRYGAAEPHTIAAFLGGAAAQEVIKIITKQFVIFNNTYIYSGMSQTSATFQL
CSN inh: inhibitors of CSN-mediated cullin deneddylation, primary screen, biochemical, fluorescence polarization, uHTS; COP9 signalosome complex subunit 5 (Homo sapiens), Q92905; Purified CSN, SCF-Nedd8-OG deneddylation; inhibition, % at 12.5 µM; 360,000 compounds, 0.38% hits;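 active means pattern-corrected inhibition above about 35%, with an unprinted fluorescence ratio check between 0.5 and 1.5, limit read from the data, passing the limit was not always enough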;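 further: 0% = enzyme with substrate and 100% = substrate without enzyme; some results filed as inactive read as strong as hits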
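Material: human Csn5 produced in HEK293T cells; Input: enzyme 0.24 nM; Reagent: SCFSkp2-Nedd8OG substrate at 10 nM final; Dosing: 12.5 µM compound; Incubation: 90 min reaction at room temperature; Detection: fluorescence polarization of the substrate; Evaluation: % inhibition of substrate cleavage by Csn5; Control set: substrate-only high control, full reaction low control.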
MLLE-PAM2 inh: inhibitors of PABP1 MLLE–PAM2 peptide binding, primary screen, biochemical, fluorescence polarization, FITC-PAM2, GST-MLLE; Polyadenylate-binding protein 1 (Homo sapiens), P11940; inhibition, % at 20 µM; 360,000 compounds, 0.36% hits; AID 588489, 2011; in the data active means inhibition above about 35%, passing the limit was not always enough;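 further: plate controls were DMSO wells with GST-MLLE for no effect and wells lacking GST-MLLE protein for full effect; some results filed as inactive read as strong as hits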
FAS-TE inh: FAS thioesterase domain inhibitors, primary screen, biochemical, fluorescence intensity, uHTS; Fatty acid synthase (Homo sapiens), P49327; recombinant FAS-TE, OMFH fluorogenic substrate, fluorescence endpoint; inhibition, % at 15 µM; 360,000 compounds, 0.67% hits;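 active means compounds whose normalised, plate-corrected inhibition of enzyme fluorescence in the single-dose primary screen is 50% or more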;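 further: 0% = DMSO with enzyme and 100% = substrate without enzyme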
MT1-MMP act inh: blockers of MT1-MMP proenzyme processing, primary screen, HT1080 RFP-PRO-GFP cells, GFP/RFP fluorescence. Matrix metalloproteinase-14 (Homo sapiens), P50281. GFP/RFP ratio fluorescence, overnight; percent of plate control window, DMSO zero. GFP/RFP ratio change, % at 20 µM. 360,000 compounds, 0.061% hits;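 active means GFP/RFP ratio change of at least 30% with cell ATP level not reduced by more than half and red fluorescence within 50% of control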; further: strong numbers were not always called active
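system = RFP-PRO-GFP reporter HT1080 cells | dosing = 20 µM single dose, 1% DMSO | timing = overnight cell settling, then overnight compound exposure, 37 °C, 5% CO2 | read-out basis = GFP/RFP fluorescence ratio | controls = DMSO and RFP-L50D-GFP cell wells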
NadD inh: inhibitors of S. aureus NadD, primary screen, biochemical, colorimetric, uHTS; Nicotinate-nucleotide adenylyltransferase NadD (Staphylococcus aureus N315); purified NadD enzyme, colorimetric absorbance read-out; inhibition, % at 20 µM; 360,000 compounds, 0.78% hits; in the data active means inhibition above about 26%; further: some compounds past the cut are filed as inactive
* marks the source's active call; other numbers are inactive results; i = inactive; . = not tested or not shown; + = active, no number.

Fields – FAS-TE inh	Rpn11 block	CSN inh	MT1-MMP act inh	MLLE-PAM2 inh	Rin1-Abl PPI inh	Neddyl block	SKN-1 block	NadD inh
1: CC(C)N1CC(COc2ccc(Cl)cc2Cl)OC1=O (configuration not stated)
    0	i	-2	0	-14	2	i	14	-6
2: O=S(=O)(NC1CCCCC1Nc1ccccc1)c1ccccc1 (configuration not stated)
    -3	i	-5	-1	9	2	i	-2	-1
3: COc1cc(CCN(C(=O)c2cc3ccccc3[nH]2)C(C)c2nc3ccccc3[nH]2)cc(OC)c1 (configuration not stated)
    9	i	0	-1	-5	1	i	20	4
4: COc1ccnc(Oc2ccccc2)c1C(=O)N/C=N/OCc1ccccc1
    2	i	5	5	-6	1	i	-2	-1
5: O=C(Nc1cccc(Cl)c1)c1ccc(=O)[nH]n1
    -4	i	-1	2	-16	-1	i	9	-3
6: CCCCCCCCN1C(=O)[C@H](CC(=O)NCc2cccc3ccccc23)C[C@@]2(C(=O)OCC)CCCC=C12
    16	.	-5	-3	.	.	i	-4	8
7: N#CCC(=O)Nc1ccc(C(=O)NCC2(N3CCOCC3)CCCCC2)cc1
    3	i	4	1	-11	3	i	23	13
8: COC(=O)c1cc(Br)ccc1NC(=O)CSCc1c(C)noc1C
    16	i	-2	-5	11	1	i	0	-5
9: O=C(Cc1csc(-c2ccc(Cl)cc2)n1)Nc1cccc(S(=O)(=O)NC2=NCCC2)c1
    7	i	5	2	-33	0	i	-4	-5
10: C(=C\c1ccccc1)/C=N/Nc1nc(N2CCCCC2)nc(N2CCCCC2)n1
    -9	i	-3	0	-5	-1	i	-10	35*
11: Cc1cc(Cl)ccc1C(=O)C1CCCN(C(=O)CCN2CCCO2)C1 (configuration not stated)
    2	i	1	-1	-5	0	i	-3	-4
12: Cc1cc(C(=O)Nc2nnc(C3CCCCC3)s2)cs1
    -3	i	0	5	6	1	i	10	8
13: COc1ccc(CNS(=O)(=O)c2ccc3c(c2)NC(=O)CS3)cc1
    -8	i	1	-2	14	0	i	6	1
14: O=C(CCc1nnc2ccc(NCc3ccco3)nn12)N1CCCCC1
    -5	i	1	0	0	-5	i	20	0
15: O=C1C2C3C=CC(O3)C2C(=O)N1Cc1ccncc1 (configuration not stated)
    -9	i	-5	0	2	0	i	-11	0
16: C/C(=N\O)C(C)Oc1ccc(Cl)cc1 (configuration not stated)
    -6	i	-14	-1	13	2	i	5	-1
17: CCCCn1nc(C(=O)NC2CCCCC2)c2ccccc2c1=O
    0	i	-7	-3	0	-5	i	4	1
18: O=C(c1cc(C2CC2)nn1-c1ccccc1)N1CCN(Cc2ccccc2F)CC1
    2	i	-4	1	6	4	i	12	-6
19: CCOc1ccccc1NC(=O)c1ccc2c(c1)C(=O)N(CC)C2=O
    -1	i	3	3	4	-4	i	10	2
20: COC(=O)CSc1nc2ccccc2n1CC(=O)N(C(C)C)C(C)C
    -10	i	0	-5	0	0	i	9	-1
21: N=c1c2c(n(Cc3ccc(Br)cc3)c3c1CCC3)CCCC2
    -1	i	1	-44	-2	0	i	-4	5
22: CCOc1ccc(OCC(=O)OC(C)C(=O)NC2CCCCC2C)cc1 (configuration not stated)
    -7	i	0	-2	4	0	i	5	-1
23: O=C(NC1CC2CCCC(C1)N2S(=O)(=O)c1ccccc1)c1ccco1 (configuration not stated)
    -7	i	3	1	7	1	i	5	8
24: Fc1ccccc1/C=N/Nc1ncnc2nc[nH]c12
    -17	i	0	4	13	1	i	7	-1
25: O=C(NCCC1=CCCCC1)c1ccc2c(=O)n3c(nc2c1)CCCCC3
    33	i	3	2	0	-2	i	16	5
26: CC(C)C[C@H]1CNC(=S)N1C[C@H]1CCCN1C[C@H](Cc1ccc(O)cc1)N1C[C@H](Cc2ccc(O)cc2)N(CCc2ccccc2)C1=S
    -72	i	-1	-11	-45	2	i	-3	22
27: COCCCN(C(=O)CSCC(=O)Nc1cccc(C)c1)c1c(N)n(Cc2ccccc2)c(=O)[nH]c1=O
    -7	i	-2	-2	-5	-3	i	17	-2
28: O=C(COC(=O)C1CCC(=O)N1)Nc1cccc([N+](=O)[O-])c1 (configuration not stated)
    0	i	6	2	-3	4	i	7	1
29: COc1ccc(NC(=S)N2CCC(NC(=O)c3cccc(C)c3)CC2)cc1
    -6	i	1	4	-102	3	i	12	6
30: COc1ccccc1N1CC(O)=C(c2nc3ccccc3s2)C1=N
    -1	i	-2	8	8	-3	i	-2	-3

More records follow.
Fields – FAS-TE inh	Rpn11 block	CSN inh	MT1-MMP act inh	MLLE-PAM2 inh	Rin1-Abl PPI inh	Neddyl block	SKN-1 block	NadD inh
31: O=C(OCc1cc(=O)n2ccsc2n1)c1ccccc1NCCO
    -5	i	3	-6	3	-2	+	-6	1
32: CC(C)(C)C(=O)NC(NC(=S)Nc1sc2c(c1C#N)CCCC2)C(Cl)(Cl)Cl (configuration not stated)
    31	i	3	-1	36	-2	i	19	13
33: COc1ccc(NC(=O)C2CCCCN2CC(=O)OCc2ccccc2)cc1OC (configuration not stated)
    0	i	-3	-4	-6	1	i	6	-2
34: O=C(Nc1nccs1)C1CC(=O)N(c2ccccc2)C1 (configuration not stated)
    -4	i	7	1	3	-4	i	0	-2
35: COCCNS(=O)(=O)c1ccc(F)c(OC)c1
    -7	i	3	-2	-4	-3	i	2	-2
36: O=C(NCc1ccco1)C1CCCN1C(=O)Nc1ccc(Br)cc1 (configuration not stated)
    -6	i	1	-6	5	2	i	0	-5
37: COc1ccc(CN(C)C(=O)C(Cc2ccccc2)NC(=O)c2ccccc2)cc1F (configuration not stated)
    7	i	0	-1	3	-1	i	7	-9
38: CCSc1nnc(NC(=O)c2ccc(C)cc2)s1
    -5	i	-4	1	-8	-1	i	6	-4
39: CC(=O)N(Cc1ccccc1)c1c(N)nc(N)[nH]c1=O
    -5	i	3	0	6	-4	i	8	-2
40: CCOc1ccc(NC(=O)CN2CCN(CC(=O)Nc3ccc(Cl)c(C(F)(F)F)c3)CC2)cc1
    25	i	3	1	-4	2	i	-3	-9
41: Cc1cc(NC(=O)CSc2nc3c(c(=O)n2-c2ccc(Br)cc2)SCC3)no1
    3	i	0	1	-7	0	i	0	5
42: CCOCCCNS(=O)(=O)c1ccc(OC)c(Cl)c1Cl
    0	i	-2	4	12	0	i	6	-7
43: N#CC1=C(N)Oc2n[nH]c(-c3ccccn3)c2C1c1c(F)cccc1Cl (configuration not stated)
    6	i	-7	-3	10	2	i	-4	-7
44: CC(=O)Nc1ccc(N(C(=O)c2ccco2)C(C(=O)NC2CCCC2)c2ccc(N(C)C)cc2)cc1 (configuration not stated)
    2	i	0	0	10	2	i	2	-1
45: O=C(COc1ccc(Cl)cc1)NNC(=O)c1ccncc1
    -4	i	-3	6	4	1	i	-5	-9
46: C[N+]1(C2CCC3CCCC2C3O)CCCCC1 (configuration not stated)
    -8	i	2	1	-152	-2	i	0	17
47: O=C(N/C(=C/c1cccnc1)C(=O)N1CCOCC1)c1ccco1
    -10	i	-3	0	0	3	i	-6	0
48: Cc1cc(C(=O)CCC(=O)Nc2ccc(C(N)=O)cc2)c(C)s1
    -6	i	1	2	5	2	i	-3	4
49: CCC(C)N1C(=O)CCC1C(=O)NCCc1ccc(Cl)cc1 (configuration not stated)
    -3	i	0	2	-5	-2	i	17	-4
50: CN1CCC(N(C)S(=O)(=O)c2ccc(NC(=O)Cc3ccc(F)cc3)cc2)CC1
    -2	i	3	-4	-1	3	i	-5	-1
51: COc1ccccc1C(=O)NCCC(=O)NCC1COc2ccccc2O1 (configuration not stated)
    -2	i	4	-3	7	1	i	10	0

Quoted from above, nos. 32–41
Fields – FAS-TE inh	Rpn11 block	CSN inh	MT1-MMP act inh	MLLE-PAM2 inh	Rin1-Abl PPI inh	Neddyl block	SKN-1 block	NadD inh
32: CC(C)(C)C(=O)NC(NC(=S)Nc1sc2c(c1C#N)CCCC2)C(Cl)(Cl)Cl (configuration not stated)
    31	i	3	-1	36	-2	i	19	13
33: COc1ccc(NC(=O)C2CCCCN2CC(=O)OCc2ccccc2)cc1OC (configuration not stated)
    0	i	-3	-4	-6	1	i	6	-2
34: O=C(Nc1nccs1)C1CC(=O)N(c2ccccc2)C1 (configuration not stated)
    -4	i	7	1	3	-4	i	0	-2
35: COCCNS(=O)(=O)c1ccc(F)c(OC)c1
    -7	i	3	-2	-4	-3	i	2	-2
36: O=C(NCc1ccco1)C1CCCN1C(=O)Nc1ccc(Br)cc1 (configuration not stated)
    -6	i	1	-6	5	2	i	0	-5
37: COc1ccc(CN(C)C(=O)C(Cc2ccccc2)NC(=O)c2ccccc2)cc1F (configuration not stated)
    7	i	0	-1	3	-1	i	7	-9
38: CCSc1nnc(NC(=O)c2ccc(C)cc2)s1
    -5	i	-4	1	-8	-1	i	6	-4
39: CC(=O)N(Cc1ccccc1)c1c(N)nc(N)[nH]c1=O
    -5	i	3	0	6	-4	i	8	-2
40: CCOc1ccc(NC(=O)CN2CCN(CC(=O)Nc3ccc(Cl)c(C(F)(F)F)c3)CC2)cc1
    25	i	3	1	-4	2	i	-3	-9
41: Cc1cc(NC(=O)CSc2nc3c(c(=O)n2-c2ccc(Br)cc2)SCC3)no1
    3	i	0	1	-7	0	i	0	5

Screening results from PubChem.
